Bioassay records from PubChem BioAssay.
Tau fluor cs: counter-screen for tau fibril formation inhibitors | Potency, µM (top dose mostly 57.7 µM), inactives show at the top dose activity change, negative = decrease | 280,000 compounds, 0.93% hits | AID 1463 | tau K18 P301L Alexa594 fluorescence, heparin fibrillization; further: on the % scale 0 is the no-effect control and ±100 the full control effect; nearly all actives have a fitted effect of over 55% in size
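Human tau K18 P301L (15 uM unlabeled, 0.24 uM Alexa 594-labeled) in 100 mM sodium acetate pH 7 with 20 uM heparin, 6 hr at 37 C. ThT 30 uM added, 1 hr ambient; Alexa 594 FP and total fluorescence read at 555/632 nm.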
GLA spleen mod: inhibits or activates alpha-galactosidase in human spleen homogenate. 240,000 compounds, 0.008% hits. P06280. Potency, µM (top dose mostly 80 µM), inactives show at the highest dose activity change, negative = inhibition, actives largely listed as inhibitors. AID 2107. human spleen homogenate, 4MU-alpha-Gal fluorescence, 40 min;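 further: 0% = enzyme with vehicle and -100% = no enzyme basal signal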
Target sequence (P06280 32-429 limits assumed): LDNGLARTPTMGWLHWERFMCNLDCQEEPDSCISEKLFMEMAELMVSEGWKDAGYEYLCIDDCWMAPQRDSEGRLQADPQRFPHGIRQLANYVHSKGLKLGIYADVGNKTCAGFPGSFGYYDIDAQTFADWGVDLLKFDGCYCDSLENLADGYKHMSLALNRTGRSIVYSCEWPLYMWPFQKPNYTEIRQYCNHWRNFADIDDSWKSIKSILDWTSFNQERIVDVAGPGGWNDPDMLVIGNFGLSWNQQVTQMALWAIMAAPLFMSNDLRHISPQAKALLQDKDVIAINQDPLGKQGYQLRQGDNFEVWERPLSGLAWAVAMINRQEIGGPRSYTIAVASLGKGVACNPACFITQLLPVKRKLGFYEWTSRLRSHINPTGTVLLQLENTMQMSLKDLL
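Inhibition or activation of alpha-galactosidase in human spleen homogenate is scored by 4-MU fluorescence after 40 min at 37C, pH 5.0, with 1 mM substrate. AC50s come from concentration-response fitted to the Hill equation.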
aGlu spleen mod: lysosomal alpha-glucosidase (human) modulation | 240,000 compounds, 0.006% hits | AID 2112 | Potency, µM (doses to about 79.9 µM), inactives show top-dose activity change, negative = inhibition, most hits filed as inhibitors | P10253 | human spleen homogenate, 4-MU-alpha-glucoside fluorescence;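 further: 0% = enzyme with vehicle and -100% = no enzyme basal signal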
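Human spleen homogenate (1 ug) incubated with compounds and 1 mM 4-methylumbelliferyl-alpha-D-glucopyranoside in pH 5.0 citrate/phosphate buffer, 37 C, 40 min. Stopped at pH 10; 4-MU fluorescence (Ex 365/Em 440 nm); AC50 by Hill fit.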
GAA glycogen mod: alters human alpha-glucosidase cleavage of glycogen; P10253; Potency, µM (doses to about 76.4 µM), for the others: at the highest dose activity change, negative = inhibition, usual class: inhibitors; 300,000 compounds, 0.38% hits; recombinant GAA, glycogen substrate, Amplex Red glucose oxidase fluorescence; AID 2100;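 further: 0% = full enzyme reaction and -100% = no-enzyme basal signal; the screen sought inhibitors and activators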
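Recombinant human alpha-glucosidase (4 nM final) hydrolysed bovine liver glycogen (30 ug) for 40 min at 37 C in pH 5.0 citrate/phosphate with 0.01% Tween-20. Released glucose detected by glucose oxidase/Amplex Red, Ex 573/Em 610 nm. Compounds up to 77 uM; AC50 from Hill fits.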
Tau ThT inhib: blocks human tau fibril formation measured by thioflavin T | recombinant tau K18 P301L, heparin-induced fibrillization, ThT fluorescence | 270,000 compounds, 2.1% hits | AID 1460 | P10636 | Potency, µM (titrated, usually from 57.4 µM), for the others: at the top dose activity, negative = inhibition, usual class: inhibitors; further: on the % scale 0 is the no-effect control and ±100 the full control effect; nearly all actives have a fitted effect of over 55% in size
Target sequence (P10636 561-689 P618L limits assumed): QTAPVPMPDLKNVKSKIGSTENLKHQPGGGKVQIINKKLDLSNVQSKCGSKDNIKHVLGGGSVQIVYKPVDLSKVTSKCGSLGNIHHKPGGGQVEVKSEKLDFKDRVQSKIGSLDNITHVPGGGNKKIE
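Using a mix of unlabeled (15 uM) and Alexa 594-labeled (0.24 uM) tau K18 P301L, heparin-triggered fibrillization over 6 hr at 37 C was scored by ThT fluorescence.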
GAA inhib: alpha-glucosidase (human) inhibition | purified human GAA, 4-MU-alpha-glucoside fluorescence | 200,000 compounds, 0.005% hits | Potency, µM (doses to about 76.9 µM), for the others: at the highest dose activity change, negative = inhibition, usual class: inhibitors | P10253;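 further: plate controls were uninhibited enzyme wells for no effect and no-enzyme background for full effect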
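Compounds are titrated up to 77 uM against 4 nM human enzyme. Substrate 4-methylumbelliferyl-alpha-D-pyranoside (400 uM) reacts 20 min at room temperature in pH 5.0 buffer; liberated 4-methylumbelliferone is read at 440 nm.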
Tau FP inhib: tau fibrillization inhibition (FP); P10636; AID 1468; K18 P301L tau heparin fibrillization, Alexa594 FP, 6 h; Potency, µM (top dose mostly 57.7 µM), for inactives: at the highest dose activity, negative = inhibition, hits mostly inhibitors; 280,000 compounds, 0.39% hits; further: on the % scale 0 is the no-effect control and ±100 the full control effect; nearly all actives have a fitted effect of over 55% in size
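Human tau K18 […] P301L fragment, 15 uM unlabeled plus 0.24 uM Alexa 594-labeled tau (final), with compound and 20 uM heparin in 100 mM sodium acetate pH 7; 6 hr at 37 C, then Alexa 594 FP read.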
HTT cytoprotect: Huntington cell model cytoprotection by ATP luminescence. PC12 HTT-Q103 induced, cytoprotection, ATP luminescence, 40 h. Potency, µM (titrated, usually from 56.4 µM), for inactives: cytoprotection (ATP increase), usual class: activators. 230,000 compounds, 0.14% hits. AID 1471;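 further: % of control where 0% means no effect; nearly all actives have a fitted effect of over 45% in size; toxic huntingtin expression switched on by the ecdysone agonist tebufenozide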
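Rat PC12, Q103 Htt exon1-GFP fusion, ecdysone promoter; tebufenozide inducer 100 nM final; compound titration; qHTS, 1500 cells/well; ATPlite luminescent read.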
* = called active by the depositor; ? = inconclusive; . = not tested or not shown; & = joins results of further samples; [ ] = remark or other dose. The call rests on the fitted dose curve; in most records, active means well fitted curve in the direction sought with a large enough effect; inconclusive means small, poorly fitted or top-dose-only effect, or another doubt; inactive means no such curve, though single readings can be large; an effect the other way counts as inactive or inconclusive. Potency means the concentration at half of the fitted maximal effect. An unsorted share of the library (roughly 3.3% active in at least one column).

cpd	smiles	Tau fluor cs	GLA spleen mod	aGlu spleen mod	GAA glycogen mod	Tau ThT inhib	GAA inhib	Tau FP inhib	HTT cytoprotect
1	CCc1ccc(C2CC(=O)N(c3cccc(F)c3)C3=C2C(=O)OC3)cc1 (stereo not drawn)	-3%	12%	-10%	-7%	-1%	-1%	2%	-9%
2	CCN(C(=O)COc1ncnc2sccc12)c1ccccc1	1%	-5%	1%	2%	-5%	-5%	2%	1µM*
3	CC[N+]1(CC)CC2=Cc3c(ccc4ccccc34)CC2C1 (stereo not drawn)	-7%	3%	3%	-6%	-5%	-4%	-3%	-3%
4	O=C(NC(Cc1ccccc1)C(=O)O)OCc1ccccc1 (stereo not drawn)	-4%	0%	4%	-1%	-8%	-1%	-2%	-8%[10 µM]
5	Cc1cc(N=Cc2cc(Br)ccc2O)no1	-4%	-3%	-4%	10%	-8%	-9%	-3%	5%[10 µM]
6	Cc1ccc(/C=C/C(=O)N2CCN(S(=O)(=O)c3ccc(C)c(C)c3)CC2)o1	-5%	-9%	-16%	-5%	?	-13%	-18%	7%[10 µM]
7	N#C/C(=C\c1ccc(-c2ccc(C(=O)O)cc2)o1)c1nc2ccccc2[nH]1	?	8%	-10%	11%	?	-5%	-7%&-1%	-17%[10 µM]
8	COc1ccccc1-c1ccc(=O)n(CC(=O)NC(C)(C)C)n1	3%	3%	-2%	0%	1%	2%	-7%	-13%
9	CCN(CC)C(=O)Cn1cnc2sc(C(=O)Nc3cc(OC)c(OC)c(OC)c3)c(C)c2c1=O	-11%	10%	4%	10%	-3%	-2%	3%	8%
10	CC(C)Cc1nc(C(N)=O)c2[nH]c(=O)n(-c3ccc(F)cc3)c2n1	-6%	4%	1%	-3%	-5%	?	5%	-46%[inhibitor]
11	O=C(NC(=S)Nn1cnc2c(cnn2-c2ccccc2)c1=O)c1ccc(Oc2ccccc2)cc1	-8%	1%	4%	0%	-11%	3%	6%	.
12	COC(=O)COc1ccc(C2NC(=O)NC(c3ccccc3)=C2C(C)=O)cc1OC (stereo not drawn)	-1%	7%	2%	6%	0%	9%	-5%	8%
13	Cc1ccc(-c2nnn(CCC(=O)Nc3ccc4c(c3)OCO4)n2)cc1	-20%	5%	-4%	5%	-13%	?	-1%	-12%
14	COc1cccc(N2CCN(C(=O)C3CCCN(S(=O)(=O)c4ccc5c(c4)oc(=O)n5C)C3)CC2)c1 (stereo not drawn)	-22%	.	.	-2%&-17%[76.3 µM]	-10%	.	0%	.
15	CCc1ccc(C(=O)N/N=C/c2ccc(Cl)cc2Cl)nc1	-1%	-10%	-2%	-9%	?	2%	5%	32%[10 µM]
16	COc1ccc(NC(=O)c2c(NC(=O)c3ccncc3)sc3c2CCC(C(C)(C)C)C3)cc1 (stereo not drawn)	-16%	.	.	-9%[76.3 µM]	-7%	.	-17%	.
17	COc1ccc(CN(C)CCc2ccccn2)c(OC)c1OC	-3%	2%	5%	3%	-3%	-9%	-4%	-7%
18	CC(C)(C)C1CCC(C(=O)OCC(=O)c2ccc[nH]2)CC1 (stereo not drawn)	-12%	-9%	2%	2%	-12%	3%	2%	-2%[10 µM]
19	COc1ccc2ncc(OC(C)=O)cc2c1	9%	?	-6%	-6%	13%	1%	7%	0%[10 µM]
20	CNS(=O)(=O)c1cccc(C(=O)OCC(=O)/C=C2/N(C)c3ccccc3C2(C)C)c1	5%	-1%	-2%	-4%	11%	2%	-1%	-19%[0.074 µM]

Entries of single compounds as entered above:
Entry for CCN(C(=O)COc1ncnc2sccc12)c1ccccc1 → Tau fluor cs = 1%; GLA spleen mod = -5%; aGlu spleen mod = 1%; GAA glycogen mod = 2%; Tau ThT inhib = -5%; GAA inhib = -5%; Tau FP inhib = 2%; HTT cytoprotect = 1µM*
Entry for CNS(=O)(=O)c1cccc(C(=O)OCC(=O)/C=C2/N(C)c3ccccc3C2(C)C)c1 → Tau fluor cs = 5%; GLA spleen mod = -1%; aGlu spleen mod = -2%; GAA glycogen mod = -4%; Tau ThT inhib = 11%; GAA inhib = 2%; Tau FP inhib = -1%; HTT cytoprotect = -19%[0.074 µM]

The main list resumes; the 4 compounds before the break are reprinted first.
cpd	smiles	Tau fluor cs	GLA spleen mod	aGlu spleen mod	GAA glycogen mod	Tau ThT inhib	GAA inhib	Tau FP inhib	HTT cytoprotect
17	COc1ccc(CN(C)CCc2ccccn2)c(OC)c1OC	-3%	2%	5%	3%	-3%	-9%	-4%	-7%
18	CC(C)(C)C1CCC(C(=O)OCC(=O)c2ccc[nH]2)CC1 (stereo not drawn)	-12%	-9%	2%	2%	-12%	3%	2%	-2%[10 µM]
19	COc1ccc2ncc(OC(C)=O)cc2c1	9%	?	-6%	-6%	13%	1%	7%	0%[10 µM]
20	CNS(=O)(=O)c1cccc(C(=O)OCC(=O)/C=C2/N(C)c3ccccc3C2(C)C)c1	5%	-1%	-2%	-4%	11%	2%	-1%	-19%[0.074 µM]
21	COC(=O)c1cc2oc3ccccc3c2n1Cc1ccc(C)cc1	-12%	.	.	0%[76.3 µM]	-9%	.	3%	.
22	CC1CCN(c2nc(-c3ccc(F)cc3)cc(C(F)(F)F)n2)CC1	-2%	7%	-1%	7%	-8%	0%	-3%	-10%
23	Cc1nn(-c2cccc(C(=O)O)c2)c(C)c1[N+](=O)[O-]	5%	-1%	.	-2%	1%	-4%	5%	-31%[inhibitor]
24	CCc1nnc(NC(=O)c2cc3ccccc3oc2=O)s1	-14%	9%	10%	5%	?	-8%	-4%	-8%[10 µM]
25	N[C@@H](Cn1ccc(=O)n(Cc2ccccc2C(=O)O)c1=O)C(=O)O	-3%	9%	-6%	.	-5%	.	0%	1%
26	O=C(CCCOc1ccccc1)NC(=S)Nc1ccccc1	-21%	-6%	-3%	-13%	-17%	0%	-4%	.
27	CC(C)(C)OC(=O)NCCCCCc1nnc(SCC(N)=O)o1	3%	-3%	0%	4%	-6%	2%	-5%	-24%
28	Cc1ccc(C(=O)c2cn(Cc3ccc(Cl)cc3)c3nc(C)ccc3c2=O)cc1	-7%	.	.	12%[76.3 µM]	-8%	.	3%	.
29	CCC(=O)N1CCN(c2ccccc2NC(=O)COc2cccc(C)c2)CC1	1%	1%	0%	1%	-12%	?	4%	-2%
30	Cc1ccc(NC(=S)NC2CCCCC2)cc1S(=O)(=O)N(C)C	-24%	-6%	-6%	-11%	6%	-5%	-15%	-29%
31	Cc1ccc(-c2nnn(CC(=O)N3CCN(c4ccccc4)CC3)n2)o1	-15%	11%	1%	4%	-13%	-1%	-1%	-9%
32	O=C(NCc1cccc(Cl)c1)NC(=O)c1csc([N+](=O)[O-])c1	.	6%	3%	2%	.	.	.	14%[10 µM]
33	COc1cccc(-c2cc(C(F)(F)F)n3ncc(S(=O)(=O)c4ccccc4)c3n2)c1	-10%	7%	-28%	-1%	-5%	?	1%	21%
34	CC(=O)Nc1ccc(NC(=O)CSc2nnc(-c3ccco3)n2Cc2ccco2)cc1	-1%	-5%	-1%	1%	-5%	3%	-3%	-25%
35	Cc1cccn2c(=O)c3cc(C#N)c(=N)n(CCN4CCOCC4)c3nc12	-14%	17%	11%	5%	-14%	10%	-5%	13%[10 µM]
36	Cc1cccc(NC(=O)Cn2c(=O)oc3ccccc32)c1	-5%	2%	7%	4%	0%	-6%	-6%	8%[10 µM]
37	CN1CCN(S(=O)(=O)c2ccc(Oc3ccc(F)c(Cl)c3)nc2)CC1	-3%	-4%	3%	13%	1%	-10%	-10%	0%
38	Cc1cc(=O)n2[nH]c(NCc3ccc(F)cc3)nc2n1	-15%	.	.	1%[76.3 µM]	-13%	.	-4%	.
39	NC1=NC[C@H](Cc2ccccc2)N1CCc1cccc(F)c1	-4%	6%	1%	4%	-3%	.	0%	13%[10 µM]
40	O=C(CNc1ccc2c(c1)OCO2)N/N=C\c1cn(Cc2ccc(F)cc2)c2ccccc12	?	-2%	-3%	0%	?	-3%	11%	.
41	O=C(NCCCO)C(=O)NCCc1ccc(Cl)cc1	6%	-7%	-8%	12%	3%	3%	0%	11%[0.074 µM]
42	COc1cc(-c2onc3ccc(Br)cc23)cc(OC)c1OC	-29%	-3%	2%	9%	?	-2%	-8%	-50%[inhibitor][10 µM]
43	Cc1c(NC(=O)C2CCCCN2S(=O)(=O)c2ccc(Cl)cc2)c(=O)n(-c2ccccc2)n1C (stereo not drawn)	-8%	-1%	1%	6%	-20%	5%	-9%	8%[10 µM]
44	CCOC(=O)C(=O)Nc1ccccc1C#N	-4%	-3%	3%	8%	-3%	?	2%	24%[10 µM]
45	CCc1ccccc1NC(=O)C(=O)NCCCN1CCOCC1	0%	.	.	16%[76.3 µM]	1%	.	-4%	.
46	CC(N)=Nc1ccc([N+](=O)[O-])cc1	-1%	4%	-4%	13%	3%	-6%	-2%	13%[10 µM]
47	O=C(c1cccc([N+](=O)[O-])c1)N1CCCC(C(=O)N2CCCCCC2)C1 (stereo not drawn)	2%	2%	-1%	-1%	5%	.	0%	-7%[10 µM]
48	Cc1ccc(-c2noc(CCC(=O)Nc3ccc4c(c3)OCO4)n2)cc1	-9%	2%	3%	-5%	-17%	-5%	-4%	5%
49	CCOC(=O)C1=C(N)Oc2cc(O)ccc2C1c1cccnc1 (stereo not drawn)	-3%	0%	-3%	6%	-3%	5%	2%	4%
50	Cc1ccc(S(=O)(=O)N(Cc2n[nH]c(=S)n2-c2ccccc2)c2ccccc2)cc1	-17%	4%	5%	-23%	.	.	14%	9%[10 µM]
51	O=C1CCCC(=O)C1CS(=O)(=O)c1ccccc1	-29%	0%	3%	-11%	18µM*	?	28µM*	-32%[inhibitor]
